CHT allo act = allosteric activators of human choline transporter CHT | Q9GZV3 | CHT-expressing cells, membrane potential dye, choline EC20; active compounds read high; LV-AA mutant CHT in HEK293 cells | B-score at 10 µM | hit rate 0.49% among 310,000;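 active = initial fluorescence not abnormally high and integrated response B-score, plate-corrected, over 3 SD above library mean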
Target sequence (Q9GZV3 whole entry, looked up): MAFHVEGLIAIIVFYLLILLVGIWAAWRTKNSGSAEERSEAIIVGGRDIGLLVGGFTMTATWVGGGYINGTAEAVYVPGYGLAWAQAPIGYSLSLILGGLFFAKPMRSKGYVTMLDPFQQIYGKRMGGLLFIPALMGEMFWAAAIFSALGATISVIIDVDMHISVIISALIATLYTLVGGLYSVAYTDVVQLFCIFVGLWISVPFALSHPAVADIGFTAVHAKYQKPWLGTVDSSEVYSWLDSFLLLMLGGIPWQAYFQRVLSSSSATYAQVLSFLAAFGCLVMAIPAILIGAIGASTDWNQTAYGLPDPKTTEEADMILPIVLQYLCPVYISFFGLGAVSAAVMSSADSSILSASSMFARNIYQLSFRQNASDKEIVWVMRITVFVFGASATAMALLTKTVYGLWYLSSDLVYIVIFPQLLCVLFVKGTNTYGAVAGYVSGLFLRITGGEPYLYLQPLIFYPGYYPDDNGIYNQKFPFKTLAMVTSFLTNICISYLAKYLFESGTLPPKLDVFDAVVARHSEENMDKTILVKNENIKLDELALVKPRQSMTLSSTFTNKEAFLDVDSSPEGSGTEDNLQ
STK33 kinase inh = blocks human STK33 kinase activity | Q9BYT3 | purified STK33, MBP phosphorylation, ADP-Glo luminescence | inhibition, % at 10 µM | hit rate 0.073% among 320,000 | AID 2661;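 active = inhibition at or above 25%, using the most active replicate where run in duplicate; inactive = inhibition below 25%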
CHT block = inhibitors of human choline transporter CHT | Q9GZV3 | CHT-expressing cells, membrane potential dye, choline response; active compounds read low | B-score at 10 µM | hit rate 0.86% among 310,000 | AID 488975;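 active = B-score over 3 SD under the library average, and starting fluorescence ratio not unusually high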;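 note: choline stimulus applied at its EC90 after an EC20 pre-addition; B-score computed on integrated fluorescence ratio after choline addition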
* = called active by the depositor; i = inactive.

Compound,CHT block,CHT allo act,STK33 kinase inh
COc1ccc(OC/C(O)=C(\C#N)c2nc3ccccc3[nH]2)cc1,i,i,3.5
COc1cc(CNCc2ccccn2)ccc1OCc1cccc(Cl)c1,i,i,-1.1
COc1cccc(NC(=O)c2ccc3c(c2)N(CC(=O)N2CCCCC2)C(=O)C(C)(C)O3)c1,i,i,-1.6
CC(=O)N1CCN(c2ccc(NC(=O)c3ccc(N4CCCC4)c([N+](=O)[O-])c3)cc2Cl)CC1,i,i,-1.1
Cn1c(=O)c2c(nc(NCc3ccc4c(c3)OCO4)n2Cc2ccccc2F)n(C)c1=O,i,i,-1.5
COc1ccccc1N(C(C)=O)C1SC(=O)N(c2ccccc2)C1=O (stereo not drawn),i,i,1.6
COCCNC(=O)Cn1nc(-c2ccc(Cl)cc2)c2ccccc2c1=O,i,i,1.1
C/C(=N/Nc1nc(-c2ccc(Cl)cc2)cs1)c1cccs1,i,i,-0.2
COc1ccc(NC(=O)CS(=O)(=O)c2cn(CC(=O)N3CCOCC3)c3ccccc23)cc1,i,i,-2.7
CCCCn1c(SCc2c(C)noc2C)nc2cc(S(N)(=O)=O)ccc21,i,i,-0.6
COc1ccc(-c2csc(NC(=O)Cc3ccccc3F)n2)cc1OC,i,i,0.0
Cc1ccc(-n2c(=O)c3c(C)c(C)sc3n(Cc3cc(=O)n4ccccc4n3)c2=O)cc1C,i,i,-0.9
COCC(C)NC(=O)CSc1nc2ccccc2c(=O)n1CCc1ccc(S(N)(=O)=O)cc1 (stereo not drawn),i,i,0.8
CCc1c(C)c(C#N)c2nc3ccccc3n2c1NC,i,i,-0.5
CCC(C)N(C(=O)COC(=O)c1cn(CC)c2nc(C)ccc2c1=O)C1CCS(=O)(=O)C1 (stereo not drawn),i,i,-1.6
CC(=O)N1CC(C)Oc2ccc(S(=O)(=O)NC(CC(=O)O)c3ccc(C)cc3C)cc21 (stereo not drawn),i,i,1.3
CCOC(=O)N1CCN(S(=O)(=O)c2ccc(OC)c(Cl)c2)CC1,i,i,-2.4
c1ccc(CN2CCC(Nc3nc(-c4cccnc4)nc4ccccc34)CC2)cc1,i,i,1.4
COc1ccc(NS(=O)(=O)c2ccc(Cl)c(N)c2)cc1Br,i,i,-0.4
CCOc1c(Cl)cc(/C=N/NC(N)=S)cc1OC,i,i,-1.4

Shown field by field: 2 of the compounds above.
COc1ccc(NC(=O)CS(=O)(=O)c2cn(CC(=O)N3CCOCC3)c3ccccc23)cc1
- CHT block: i
- CHT allo act: i
- STK33 kinase inh: -2.7

CCCCn1c(SCc2c(C)noc2C)nc2cc(S(N)(=O)=O)ccc21
- CHT block: i
- CHT allo act: i
- STK33 kinase inh: -0.6

Next structures:
Compound,CHT block,CHT allo act,STK33 kinase inh
Cc1ccc(C(=O)NCc2ccco2)cc1S(=O)(=O)Nc1cccc(Cl)c1,i,i,0.3
O=C1CN(c2nc3ccccc3n3cnnc23)CC(=O)N1CCc1ccccc1,i,i,0.2
C/C=C1\COC(C(=O)NCc2ccncc2)(C(F)(F)F)C=C1C=C1CCCCC1 (stereo not drawn),i,i,-0.1
COC(=O)c1ccc(C(=O)OC)c(NC(=S)N2CCN(c3ccc(F)cc3)CC2)c1,i,i,-0.8
CN1C(=S)SC(N(O)C(=O)NC2CCCCC2)C1(C)C (stereo not drawn),i,i,-0.6
O=C(Nc1cccnc1)c1ccc(NS(=O)(=O)c2cc([N+](=O)[O-])ccc2Cl)cc1,i,i,-0.8
CC(C)(c1ccccc1)c1ccc(OCCCNCCO)cc1,i,i,-1.2
Cc1nc2c(N=Nc3ccccc3F)c(N)nn2c(N)c1C#N,i,i,1.0
COCCN(C(=O)COC(=O)/C(=C/c1ccccc1)NC(C)=O)c1c(N)n(Cc2ccccc2)c(=O)[nH]c1=O,i,i,0.6
CN(C)C(=O)c1ccc(Nc2ncnc3sc4c(c23)CCCCC4)cc1,i,i,-1.0
Cc1ccccc1C(=O)N1CCN(c2ccc(NC(=O)c3ccc4c(c3)OCO4)cc2)CC1,i,i,-2.0
CCC(/C=N/NC(=O)C(=O)N/N=C/C(CC)CC)CC,i,i,-1.0
CC(C)NC(=O)c1onc(CSc2cccc3ccccc23)c1C(=O)O,i,i,0.5
COc1cc(/C=N/NS(=O)(=O)c2ccc(C)c([N+](=O)[O-])c2)ccc1O,i,i,7.4
CC(=O)Cc1cc2cc([N+](=O)[O-])ccc2oc1=O,i,i,-0.5
CC(C)CC(=O)N1CCN(C(=O)CCC2CCCC2)CC1,i,i,1.3
CCC(C)C(NC(=O)OC(C)(C)C)C(=O)NC(Cc1ccccc1)C(=O)OC (stereo not drawn),i,i,-2.1
NS(=O)(=O)c1ccc(CCNC(=O)CSc2ccccc2)cc1,i,i,0.2
Cc1c(C(=O)N2CCC(Cc3ccccc3)CC2)cccc1[N+](=O)[O-],i,i,-0.5
COc1ccc(CCNC(=O)CSCc2ccc([N+](=O)[O-])cc2)cc1OC,i,i,0.8
CCCCN(CC)C(=O)Cn1ncc2c3ccccc3n(CCC)c2c1=O,i,i,-0.8
NS(=O)(=O)c1ccc(NC(=O)c2ccc3c(c2)CCN3S(=O)(=O)c2ccccc2)cc1,i,i,0.4
COc1cc(S(=O)(=O)NC2CCCCC2C)ccc1Cl (stereo not drawn),i,i,-2.5
COc1ccc(Nc2nc(C)cc(=O)[nH]2)c(OC)c1,i,i,-2.5
COc1ccc(-c2nnn(CC(=O)N(CC(=O)NC3CCCC3)c3ccccc3F)n2)cc1OC,i,i,-0.6
CN1C(=O)C2C3c4ccccc4C(c4ccccc43)[C@@H]2C1=O (stereo partly drawn),i,i,0.6
CCOC(=O)Cn1nnc(-c2cc(OC)c(OC)c(OC)c2)n1,i,i,0.0
NNC(=O)CSc1cccc2cccnc12,i,i,1.2
CCCCN1CCNC[C@@H]1Cc1ccccc1,i,i,0.3
CCOC(=O)C1C(c2ccc(OC)c(OC)c2)c2c([nH][nH]c2=O)CC1(C)O (stereo not drawn),i,i,0.7
Cc1ccc(CNC(=O)C2CCN(S(=O)(=O)N3CCC4(CC3)OCCO4)CC2)cc1,i,i,-0.8
COc1ccc(C(=O)/C=C2/Sc3cc4c(cc3N2C)OCO4)cc1,i,i,-3.0
O=C1CSC(c2ccccc2O)N1Cc1ccccc1 (stereo not drawn),i,i,0.5
Cc1sc(N2CCN(S(=O)(=O)c3ccc4c(c3)NC(=O)CO4)CC2)nc1-c1ccccc1,i,i,-0.5
COc1cc(NS(=O)(=O)c2ccc(NC(=S)NC(=O)C3CCCC3)cc2)nc(OC)n1,i,i,0.3
COCCN(C(=O)CSc1nnc(-c2cccc(F)c2)n1N)c1c(N)n(Cc2ccccc2)c(=O)[nH]c1=O,i,i,-0.6
OCCNCCCCSc1ccc(Cl)cc1,i,i,-1.0
CCC(=O)Nc1ccc(C(=O)n2ccc(C)n2)cc1,i,i,1.4
COCCCn1c(SCC(=O)OC2CCCCC2)nnc1-c1ccco1,i,i,0.0
CC(C)(C)c1ccc(C(=O)N/C(=C\c2cccs2)C(=O)N2CCOCC2)cc1,i,i,-0.8
CCC(CC)C(=O)NCc1ccc(OC)cc1,i,i,0.8
C=CCC1(NCc2ccco2)CCN(CC)CC1,i,i,-1.2
COc1cc(-c2cc(C(=O)Nc3ccc(S(=O)(=O)NCc4ccco4)cc3)c3ccccc3n2)cc(OC)c1OC,i,i,-1.3
C=CCSc1nnc(NC(=O)c2cn(CC)c3nc(C)ccc3c2=O)s1,i,i,-1.4
CCCCn1c(N)c(N(CC(C)C)C(=O)c2ccc(S(=O)(=O)N3CCCCC3)cc2)c(=O)[nH]c1=O,i,i,-0.3
COc1ccc(NC(=O)Cn2ncn3nc(-c4ccc(OC)cc4)cc3c2=O)cc1,i,i,0.5
Cn1cccc1/C=N/NC(=O)c1ccco1,i,i,-0.8
COC(=O)c1[nH]c(C)c(/C(O)=C2\C(=O)C(=O)N(CCN(C)C)C2c2cc(OC)ccc2OC)c1C (stereo not drawn),i,i,0.8
O=C(Nc1ccc(Br)cc1)C1C2C=CC3(O2)C1C(=O)N(CCN1CCOCC1)C3C(=O)NC1CCCCC1 (stereo not drawn),i,i,-1.2
CC1CC(C)(C)NC(=S)N1CCC(=O)NCc1ccc(F)cc1 (stereo not drawn),i,i,-1.6
COc1ccc(-c2cn3cccnc3n2)cc1F,i,i,0.9
COc1ccc(C2(CN(C(C)=O)C(C)=O)CCCC2)cc1OC,i,i,0.1
COc1ccc(CCNC(=O)c2nnn(CC(=O)Nc3ccccc3)c2N)cc1OC,i,i,-1.3
CC1CN(S(=O)(=O)c2cccc(C(=O)OCC(=O)Nc3ccc4c(c3)OCO4)c2)CC(C)O1 (stereo not drawn),i,i,-0.3
COc1ccccc1NS(=O)(=O)c1cc(NC(=O)c2ccncc2)ccc1N1CCCC1,i,i,-0.6
CCn1c(Cc2cccs2)nnc1SCC(=O)Nc1ccc(OC)c(OC)c1,i,i,-0.5
C=CCNc1cnn(-c2ccccc2)c(=O)c1Cl,i,i,-1.1
CC(C)N=C(Nc1cccnc1)c1ccccc1,i,i,0.1
CN1CCCN(S(=O)(=O)c2cccc(Cl)c2Cl)CC1,i,i,-0.4
C/C(CCc1oc2ccccc2c1-c1ccc(C)o1)=N/O,i,i,-0.8

Following part.
Compound,CHT block,CHT allo act,STK33 kinase inh
CNC(=O)c1ccccc1NC(=O)C1CC(=O)N(C(C)C)C1 (stereo not drawn),i,i,0.4
Cc1c(N=Cc2cc(Br)cc(Br)c2O)cccc1C(=O)O,-5.7*,i,-0.2
COc1cc(NC(=O)COc2ccccc2Cl)ccc1NC(=O)C(C)C,i,i,-1.0
COc1cc2c(cc1OC)CN(C(=O)Nc1ccccc1)CC2,i,i,-3.1
COc1ccc(OC)c(C(=O)N(C)C2CCCN(Cc3ccccc3F)C2)c1 (stereo not drawn),i,i,-2.4
CC(O)CNCCNCc1c(OCc2ccccc2)ccc2ccccc12 (stereo not drawn),i,i,0.1
COc1cc(N=Cc2c(O)[nH]c3ccccc23)cc(OC)c1OC,i,i,58*
CC(C)Cn1c(Br)nc2c1c(=O)n(CCC#N)c(=O)n2C,i,i,3.7
O=S(=O)(N/N=C/c1ccccc1F)c1ccccc1,i,i,-0.7
COc1ccc(-c2nn(-c3ccccc3)cc2/C=C/C(=O)OCC(=O)Nc2ccccc2C#N)cc1,i,i,-1.7
Cc1cc(NC(=O)c2ccc(C)c([N+](=O)[O-])c2)no1,i,i,-1.3
CCCCN(C(=O)CSCc1c(C)noc1C)c1c(N)n(CCC)c(=O)[nH]c1=O,i,i,-0.3
COc1cccc(NC(=S)N2CCN(S(=O)(=O)c3ccccc3)CC2)c1,i,i,1.0
Cc1ccc(NC(=O)C(C)C(=O)Nc2ccc(C)cc2)cc1,i,i,-1.8
COc1ccc(-c2nn(-c3ccccc3)cc2C(=O)NC(=S)Nc2cc(Cl)ccc2Cl)cc1,i,i,-1.1
CCOC(=O)c1sc(N(Cc2ccccc2)C(=O)CN2C(=O)CN(C)C2=O)nc1C,i,i,-0.5
COc1ccc(-c2nc(CS(=O)CC(=O)NC3CCCCCC3)c(C)o2)cc1 (stereo not drawn),i,i,-0.2
O=C(O)CSc1c2c(nc3cc(C(=O)N4CCOCC4)ccc13)CCCC2,i,i,-0.5
c1cc(C(c2nnnn2C2CCCC2)N2CCOCC2)ccn1 (stereo not drawn),i,i,0.1
Cc1nn(C(=O)N2CCOCC2)c(C)c1C,i,i,0.1
CC(C)=C(NC(=O)c1ccccc1)C(=O)Nc1cccc(C)c1,i,i,-0.1
CCOC(=O)C1=C(COC(=O)c2ncc(Cl)c(Cl)c2Cl)NC(=O)NC1C (stereo not drawn),i,i,-0.3
COc1cc(/C=N/Nc2nc3ccccc3s2)ccc1O,i,i,3.2
COc1ccc(S(=O)(=O)N2CCC(C(=O)N3CCOCC3)CC2)cc1Cl,i,i,-1.3
O=C(CN(Cc1ccccc1)S(=O)(=O)c1ccccc1)NC1CC1,i,i,-1.9
Cc1ccccc1CN1C(=O)C(C)S/C1=N/N=C/c1ccco1 (stereo not drawn),i,i,-0.1
CCCc1cc(Nc2cccc(OC)c2)n2ncnc2n1,i,i,-0.2

As entered above:
Under STK33 kinase inh, CCCc1cc(Nc2cccc(OC)c2)n2ncnc2n1 has -0.2
Under STK33 kinase inh, Cc1ccccc1CN1C(=O)C(C)S/C1=N/N=C/c1ccco1 (stereo not drawn) has -0.1
Under STK33 kinase inh, CCOC(=O)C1=C(COC(=O)c2ncc(Cl)c(Cl)c2Cl)NC(=O)NC1C (stereo not drawn) has -0.3

Compound profiles, as listed above:
CC(C)=C(NC(=O)c1ccccc1)C(=O)Nc1cccc(C)c1 is listed with CHT block: i; CHT allo act: i; STK33 kinase inh: -0.1
CCOC(=O)C1=C(COC(=O)c2ncc(Cl)c(Cl)c2Cl)NC(=O)NC1C (stereo not drawn) is listed with CHT block: i; CHT allo act: i; STK33 kinase inh: -0.3
COc1cc(/C=N/Nc2nc3ccccc3s2)ccc1O is listed with CHT block: i; CHT allo act: i; STK33 kinase inh: 3.2

Screening results (PubChem BioAssay)
